TRPC4 act = activators of mouse TRPC4 channel, primary screen, Fluo4 calcium, HEK293 TRPC4beta/mu-opioid cells; Short transient receptor potential channel 4 (Mus musculus), Q9QUQ5; Fluo4 calcium fluorescence; hits give high values; B-score at 10 µM; hit rate 0.49% among 310,000;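 active = B-score above 5 SD of library B-scores, and initial fluorescence ratio not above library mean plus 5 SD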;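 note: positive B-score marks a calcium rise read as TRPC4 activation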
Target sequence (Q9QUQ5 whole entry, looked up): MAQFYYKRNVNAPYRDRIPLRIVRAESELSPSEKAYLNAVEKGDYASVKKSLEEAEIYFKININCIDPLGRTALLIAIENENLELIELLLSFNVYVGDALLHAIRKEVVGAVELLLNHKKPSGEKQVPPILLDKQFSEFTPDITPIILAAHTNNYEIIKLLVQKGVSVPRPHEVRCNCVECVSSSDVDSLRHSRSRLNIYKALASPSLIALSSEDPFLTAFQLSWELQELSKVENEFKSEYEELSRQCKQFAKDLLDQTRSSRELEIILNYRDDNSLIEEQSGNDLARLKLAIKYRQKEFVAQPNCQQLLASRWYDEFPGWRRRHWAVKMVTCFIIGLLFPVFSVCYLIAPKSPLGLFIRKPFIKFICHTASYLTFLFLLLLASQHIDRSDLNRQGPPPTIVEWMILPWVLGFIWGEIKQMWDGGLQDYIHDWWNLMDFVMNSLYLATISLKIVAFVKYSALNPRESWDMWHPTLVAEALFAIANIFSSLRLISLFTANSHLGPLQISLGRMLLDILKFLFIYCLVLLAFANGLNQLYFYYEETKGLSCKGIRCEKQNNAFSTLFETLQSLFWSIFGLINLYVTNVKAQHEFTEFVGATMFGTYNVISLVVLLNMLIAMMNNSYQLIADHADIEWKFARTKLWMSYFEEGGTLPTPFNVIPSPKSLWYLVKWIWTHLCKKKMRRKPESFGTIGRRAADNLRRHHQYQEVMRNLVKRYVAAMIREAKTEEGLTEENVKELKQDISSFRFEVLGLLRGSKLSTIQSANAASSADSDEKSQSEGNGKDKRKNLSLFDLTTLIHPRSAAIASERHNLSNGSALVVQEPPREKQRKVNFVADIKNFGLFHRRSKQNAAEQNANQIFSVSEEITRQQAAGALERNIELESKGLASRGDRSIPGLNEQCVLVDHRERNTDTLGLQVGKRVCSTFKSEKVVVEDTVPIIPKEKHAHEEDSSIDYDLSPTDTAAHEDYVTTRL
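Assay system – TRPC4beta and mu-opioid receptor HEK293 stable cells · Measured by – Fluo4 fluorescence, kinetic · Schedule – dye loading 45 min room temperature, 110 s kinetic read · Read-out – B-scored integrated calcium fluorescence ratio · Controls – buffer and maximal DAMGO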
TRPC4 potent = positive allosteric modulators of TRPC4, primary screen, cell-based, mouse TRPC4beta, HEK293 mu-opioid, Fluo-4 calcium. Short transient receptor potential channel 4 (Mus musculus), Q9QUQ5. hit rate 0.42% among 310,000. DAMGO EC20, Fluo-4 Ca2+ flux; hits give high values. AID 2227, 2009. B-score at 10 µM;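 active = B-score of calcium response area above 5 SD of library B-scores, with initial fluorescence ratio within 5 SD of library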;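 note: B-score of integrated fluorescence ratio over time as area under calcium response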
MrgX1 allo act = positive allosteric modulators of MrgX1, primary screen, HEK293 cells, Fluo-4 calcium flux; FDSS; hits give high values; hit rate 0.63% among 310,000; B-score at 10 µM; Mas-related G-protein coupled receptor member X1 (Homo sapiens), Q96LB2;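 active = plate-corrected calcium response at least 3 library SD above typical, normal starting fluorescence, not activating the receptor alone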;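 note: compound read alongside a low EC10 to EC30 dose of BAM8-22 agonist; peak minus trough fluorescence over baseline measured at the second addition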
TRPC4 block = inhibitors of mouse TRPC4 channel, primary screen, Fluo4 calcium, HEK293 TRPC4beta/mu-opioid cells | B-score at 10 µM | Short transient receptor potential channel 4 (Mus musculus), Q9QUQ5 | DAMGO-evoked Fluo4 calcium flux; hits give low values | hit rate 0.39% among 300,000 | AID 2247, 2010;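 active = B-score over 3 SD under the library average, no early fluorescence shift, positive overall ratio signal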
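Assay system: TRPC4beta/mu-opioid receptor HEK293 cell line; compound dosing: single concentration per test compound; detection: Fluo4 Ca2+ flux fluorescence; evaluation: per-well B score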
MrgX1 ag = agonists of human MrgX1 receptor, primary screen, HEK293 cells, Fluo-4 calcium flux | Fluo-4 calcium fluorescence, agonist mode; hits give high values | B-score at 10 µM | hit rate 0.44% among 310,000 | AID 588627, 2011;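 active = calcium response B-score plate-corrected fluorescence ratio at least 3 library SD, with starting fluorescence B-score inside 5 SD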
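Test system: HEK293 cells stably expressing human MrgX1 receptor; Input: fifteen thousand cells per well; Dosing: compound delivered in addition one of three; Schedule: overnight seeding, then 1 h dark dye loading; Technique: Fluo-4 NW calcium fluorescence; Measure: B-scored fluorescence response ratio; Controls: positive and negative controls per plate.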
AI-2 QS mod = Vibrio harveyi AI-2 quorum sensing modulators, primary screen, JMH597 strain, luminescence/OD600 ratio; Vibrio harveyi JMH597 AI-2 luminescence/OD600 ratio, 9 h; hits give low values; strain lacks LuxN and CqsS sensors; 0 = neutral-control median; activity change, % at 7.5 µM; hit rate 0.4% among 300,000; AID 2094, 2009; in the data active = activity change below about -75%, passing the limit was not always enough; inconclusive = no clear call, values can overlap the other calls;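 note: luminescence divided by OD600 gain over 9 h not by final OD600 alone; inactives centre near 13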
TRPC6 inhibitor = mouse TRPC6 channel inhibitors, primary screen, cell-based, HEK293, membrane potential dye; Short transient receptor potential channel 6 (Mus musculus), Q61143; ACh-evoked depolarization; hits give low values; B-score at 10 µM; hit rate 1.1% among 310,000; AID 2553, 2010;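 active = B-score under library mean minus 3 SD, initial fluorescence not abnormally high, positive integrated signal ratio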;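 note: B-score derived from integrated fluorescence ratio over the kinetic read; more negative B-score means stronger inhibition of depolarization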
MrgX1 antagonist = antagonists of human MrgX1 receptor, primary screen, HEK293 cells, Fluo-4 calcium flux; Mas-related G-protein coupled receptor member X1 (Homo sapiens), Q96LB2; BAM8-22 antagonism; hits give low values; B-score at 10 µM; hit rate 1.3% among 310,000;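 active = calcium-response B-score plate-corrected more than 3 library SD below zero, starting fluorescence within 5 deviations, no agonist response on first addition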;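 note: peak minus trough fluorescence over baseline after final BAM8-22 challenge near maximal dose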
HIF act = HIF pathway transcriptional activators, primary screen, cell-based, U2OS HRE-luciferase, luminescence | activation, % at 7.5 µM (by protocol) | U2OS HRE-luciferase reporter; normalized: DMSO 0%, desferrioxamine 100% | hit rate 0.32% among 300,000 | AID 1910, 2009;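 active = mean activation of at least 10% of the iron chelator positive control signal, with at least half of replicates also reaching 10%; inconclusive = mean and replicate majority disagree about reaching 10%; inactive = mean and most replicates under 10%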
TRPC6 act = mouse TRPC6 channel activators, primary screen, cell-based, HEK293, membrane potential dye; HEK293-TRPC6 membrane potential dye fluorescence; hits give high values; B-score at 10 µM; hit rate 0.13% among 310,000; AID 2550, 2010;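 active = B-score of the integrated fluorescence ratio above library mean plus 3 SD, and starting fluorescence ratio within library mean plus 5 SD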;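 note: higher score means more depolarization so channel activation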
PolyA inhibitor = polyadenylation inhibitors in yeast reporter cells, primary screen, luminescence, S. cerevisiae; S. cerevisiae SKY197-pL101 polyadenylation reporter, beta-gal luminescence; efflux-impaired pdr1/pdr3 knockout yeast; score 100 = 6 SD above DMSO; hit rate 0.02% among 300,000; calls only at 12 µM;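 active = lowest replicate activity score at least 50, where 100 means six control SD above control mean; inconclusive = lowest score under 50 but half or more replicates reach 50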;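 note: yeast exposed to compound for 9 h at 30 °C; higher score means more reporter readthrough which indicates perturbed polyadenylation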
An asterisk follows results filed as active; i = inactive; ? = inconclusive; / = not tested or not shown. Some of the compounds tested, so the mix of outcomes need not match the whole.

SMILES	TRPC4 act	TRPC4 potent	MrgX1 allo act	TRPC4 block	MrgX1 ag	AI-2 QS mod	TRPC6 inhibitor	MrgX1 antagonist	HIF act	TRPC6 act	PolyA inhibitor
Cc1c(Cl)cnc(NC(=O)COC(=O)CCc2nc3ccccc3s2)c1Cl	i	i	i	i	i	-6	i	i	-0.1	i	i
O=C(c1ccc([N+](=O)[O-])cc1)N1CCN(C(=O)c2ccco2)CC1	i	i	i	i	i	28	i	i	1.0	i	i
CCOc1ccc(-c2n[nH]c(=S)n2Cc2ccccc2)cc1	i	i	i	i	i	0	i	i	-0.3	i	i
N#Cc1ccc(-c2ccc(OCC(=O)Nc3cccnc3)cc2)cc1	i	i	i	i	i	29	i	i	0.0	i	i
CC(=O)N1N=C(c2ccccc2)CC1c1ccccc1[N+](=O)[O-] (configuration not stated)	i	i	i	i	i	5	i	i	0.8	i	i
O=C(Nc1cccc(Br)c1)c1ccc(CSc2ccccc2)cc1	i	i	i	i	i	6	i	i	1.2	i	/
S=C(Sc1ccc(Cl)cc1)Sc1ccc(Cl)cc1	i	i	i	i	i	3	i	i	1.0	i	i
CCOc1cc(C(F)(F)F)cnc1/C(N)=N/O	i	i	i	i	i	7	i	i	0.1	i	i
CCOc1ccc(-c2nnc3sc(COc4ccc(C)cc4)nn23)cc1	i	i	i	i	i	7	i	i	-0.9	i	i
Cc1cc(/C=N/NC(=O)c2ccccc2F)c(C)n1-c1ccccc1	i	i	i	i	i	17	i	i	1.0	i	i
COc1cc(-c2noc(CCCC(=O)Nc3ccc(C(N)=O)cc3)n2)cc(OC)c1OC	i	i	i	i	i	-4	i	i	0.9	i	i
CCOC(=O)c1sc2nc(C)nc(N3CCCCC3C)c2c1C (configuration not stated)	i	i	i	i	i	22	i	i	-0.3	i	i
COc1cccc(NC(=O)CN(C)C(=O)c2ccc(NC(=O)CC3SC(N4CCCCC4)=NC3=O)cc2)c1 (configuration not stated)	i	i	i	i	i	-7	i	i	-36	i	i
Cc1ccccc1-n1c(=O)c2ccccc2n2c(=O)[nH]nc12	i	i	i	i	i	16	i	i	-1.3	i	i
COc1ccc(C2CC(c3ccccc3)=NN2c2ccc(S(N)(=O)=O)cc2)cc1 (configuration not stated)	i	i	i	i	i	13	i	i	0.1	i	i
COC(=O)c1ccccc1Oc1cc(C(F)(F)F)nc(-c2ccccn2)n1	i	i	i	i	i	-2	i	i	-0.5	i	i
O=C(OCC(=O)N(CCc1ccccc1)Cc1ccccc1)c1ccccc1NCCO	i	i	i	i	i	22	i	i	-0.2	i	i
O=C(OCc1ccc(O)cc1)c1c(-c2ccsc2)oc2ccc(N3CCOCC3)cc12	i	i	i	i	i	25	i	i	2.5	i	i
O=C(NCC(c1cccs1)N1CCOCC1)c1ccccc1NS(=O)(=O)c1cccc([N+](=O)[O-])c1 (configuration not stated)	i	i	i	i	i	6	i	i	-0.1	i	i
O=C(CNC(=O)c1ccc(F)cc1)N/N=C/c1cc(Br)ccc1OC(=O)/C=C/c1ccco1	i	i	i	i	i	27	i	i	0.2	i	i
Cc1ccc(CN(CC(=O)N/N=C/c2ccccc2[N+](=O)[O-])S(=O)(=O)c2ccc(C)cc2)cc1	i	i	i	i	i	-2	i	i	-0.3	i	i
COc1ccc(NC(=O)CN(C)C(=O)c2cn(-c3ccccc3)nc2-c2cccs2)cc1	i	i	i	i	i	19	i	i	-0.3	i	i
O=c1[nH]c2ccccc2n2c(-c3ccccc3)nnc12	i	i	i	i	i	39	i	i	-0.6	i	i
CCc1n[nH]c2c1/C(=N\O)CC(c1ccccc1)C2 (configuration not stated)	i	i	i	i	i	21	i	i	0.3	i	i
Cc1ccc(NC(=O)COS(=O)c2ccc(C)cc2)cc1 (configuration not stated)	i	i	i	i	i	1	i	i	-0.2	i	i
COc1ccccc1C(=O)C1CCCN(Cc2cn[nH]c2C2CCCCC2)C1 (configuration not stated)	i	i	i	i	i	2	i	i	0.1	i	i
COc1cc(/C=C/c2nc3ccccc3s2)cc(OC)c1O	i	i	i	i	i	17	i	-5.7*	0.1	i	i
Cc1cccc(C)c1OCC(O)CNC(C)C (configuration not stated)	i	i	i	i	i	11	i	i	0.0	i	i
COc1ccc(-n2c(SCC(=O)O)nnc2-c2ccc(NC(=O)c3ccccc3)cc2)cc1	i	i	i	i	i	24	i	i	-0.6	i	i
O=C(Nc1cccc([N+](=O)[O-])c1)Nc1cccc([N+](=O)[O-])c1	i	i	i	i	i	-8	i	i	0.0	i	i
COc1ccc(OC)c(CNCc2ccc3c(c2)OCO3)c1	i	i	i	i	i	16	i	i	-0.8	i	i
Cc1ccc(/C=C/S(=O)(=O)NCC(=O)OCC(=O)N2CC(=O)Nc3ccccc32)cc1	i	i	i	i	i	17	i	i	-0.3	i	i
O=C(NCCCN1CCOCC1)c1ccc2c(=O)n(-c3ccc(F)c(Cl)c3)c(=S)[nH]c2c1	i	i	i	i	i	41	i	i	0.6	i	i
CCN(c1ccc(NC(=O)CSc2nnc3nc(C)cc(C)n23)cc1)C(C)C	i	i	i	i	i	11	i	i	-0.3	i	i
COc1ccc(C(=O)NCCS(=O)(=O)NCc2ccc3c(c2)OCO3)cc1	i	i	i	i	i	25	i	i	-0.4	i	i
O=C(N1CCC(n2nc(-c3ccccc3)oc2=O)CC1)C1(c2ccccc2)CC1	i	i	i	i	i	14	i	i	0.1	i	i
CCSc1nnc(-c2ccccc2N=Cc2c(C)[nH]n(-c3ccccc3)c2=O)c(=O)[nH]1	i	i	i	i	i	13	i	i	0.0	i	i
Cc1ccc(C)c(Cn2c(CN(C)Cc3ccccc3)nc3c2c(=O)n(C)c(=O)n3C)c1	i	i	i	i	i	3	i	i	-0.6	i	i
CCOC(=O)c1cc(-c2cccnc2)nn1-c1ccccc1	i	i	i	i	i	15	i	i	-0.1	i	i
COCCCn1cnc2oc3nc4ccccc4nc3c2c1=O	i	i	i	i	i	24	i	i	0.4	i	i
C/C(CC(=O)NC(C)c1ccccc1)=N\NC(N)=S (configuration not stated)	i	i	i	i	i	16	i	i	-0.2	i	i
O=C(Nc1nc(SCc2ccc(F)cc2)ns1)c1ccco1	i	i	i	i	i	?	i	i	0.3	i	i
COc1ccc(/C=C/C(=O)NCC(=O)N=Nc2c(O)[nH]c3ccc([N+](=O)[O-])cc23)cc1	i	i	i	i	i	8	i	i	-1.5	i	i
COc1ccc2occ(C(=O)c3ccc(N)cc3)c2c1	i	i	i	i	i	2	i	i	1.7	i	i
COc1ccc(S(=O)(=O)N(CC(=O)NCc2ccccn2)c2ccc(Cl)cc2)cc1	i	i	i	i	i	-6	i	i	0.1	i	i
Cn1ncc2c(NNC(=O)Cc3ccccc3)ncnc21	i	i	i	i	i	1	i	i	-0.3	i	i
Cc1oc2cc3oc(=O)c(CCC(=O)NCCCn4ccnc4)c(C)c3cc2c1C	i	i	i	i	i	22	i	i	0.2	i	i
Cc1c(C(=O)N2CCCCCC2)oc2ccccc12	i	i	i	i	i	25	i	i	0.1	i	i
CCCn1c(O)c(N=NC(=O)CNC(=O)c2ccncc2)c2ccccc21	i	i	i	i	i	-5	i	i	0.4	i	i
CCc1ccc(OCC(O)CN2CCN(c3ccccc3)CC2)cc1 (configuration not stated)	i	i	i	i	i	19	i	i	-0.2	i	i
(next part)
SMILES	TRPC4 act	TRPC4 potent	MrgX1 allo act	TRPC4 block	MrgX1 ag	AI-2 QS mod	TRPC6 inhibitor	MrgX1 antagonist	HIF act	TRPC6 act	PolyA inhibitor
COC(=O)[C@H](C)NC(=O)c1cc2c(cn1)[nH]c1ccccc12	i	i	i	i	i	22	i	i	1.9	i	i
O=C(N=C1N=C2C=CC=CN2Cc2ccccc21)c1ccc(S(=O)(=O)N2CCOCC2)cc1	i	i	i	i	i	5	i	i	3.2	i	i
CCOc1ccc(C2c3c(oc4cc(C)c(C)cc4c3=O)C(=O)N2CCCN(C)C)cc1OC (configuration not stated)	i	i	i	i	i	10	i	i	-0.2	i	i
Cc1cc(NC(=O)c2ccc([N+](=O)[O-])cc2Cl)no1	i	i	i	i	i	12	i	i	3.2	i	i
CCCn1c(SCC(=O)c2c[nH]c3ccccc23)nnc1-c1ccncc1	i	i	i	i	i	33	i	i	0.3	i	i
COc1ccccc1CNC(=O)CCC(=O)n1ncc2cc(C)ccc21	i	i	i	i	i	22	i	i	0.5	i	i
C(=C\c1ccccn1)/c1cccnc1	i	i	/	i	/	-8	i	/	-11	i	i
CC(=O)Nc1ccc(NC(=O)C(C)OC(=O)CSc2ccc(Br)cc2C)cc1 (configuration not stated)	i	i	i	i	i	13	i	i	0.0	i	i
CCN(CC)S(=O)(=O)c1cccc(C(=O)N[C@H](C(=O)NCc2ccccc2F)C(C)C)c1	i	i	i	i	i	20	i	i	-0.2	i	i
CN1CCN(CCCNC(=O)CCC(=O)N2CCOc3ccccc32)CC1	i	i	i	i	i	24	i	i	-0.1	i	i
Cc1ccc(OCc2nnc(NC(=O)Cc3cccs3)s2)cc1	i	i	/	i	/	19	i	/	-2.5	i	i
COc1ccc(C2c3[nH]c4ccccc4c3CCN2CCCn2cccn2)c(F)c1 (configuration not stated)	i	i	i	i	i	26	i	i	0.0	i	i
CC(=O)c1ccc(OCc2cc(C(=O)N(C)CCN3CCOCC3)no2)cc1	i	i	i	i	i	-10	i	i	0.5	i	i
Cc1ccc(N2CC(C(=O)NCCS(=O)(=O)N3CCN(c4ccccc4)CC3)CC2=O)cc1C (configuration not stated)	i	i	i	i	i	10	i	i	-0.2	i	i

Bioassay records (PubChem)
